Bioassay records: PubChem, several laboratories
M4 ag = agonists of human muscarinic M4 receptor (CHRM4) | P08173 | CHO-K1 hM4/Gqi5, Fluo-8 calcium fluorescence; vehicle 0%, full acetylcholine response 100% | activation, % at 3 µM | 0.14% of 360,000 active | AID 624127;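 active means activation above the run mean over all test wells plus 3 SD, cut at about 32% in these data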;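 further: peak over basal fluorescence ratio per well then scaled between controls; 0% = DMSO wells and 100% = acetylcholine at EC100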
CHRM5 PAM = positive allosteric modulators of human muscarinic M5 receptor. AID 624038. 0.3% of 360,000 active. activation, % at 3 µM. CHO-K1 hM5, Fluo-8 calcium, ACh EC20 PAM; 0% = ACh EC20, 100% = ACh EC100;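 active means activation above the run cutoff, the mean activation of all test compounds plus 3 SD, cut at about 18% in these data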
Target sequence (P08912 whole entry, looked up): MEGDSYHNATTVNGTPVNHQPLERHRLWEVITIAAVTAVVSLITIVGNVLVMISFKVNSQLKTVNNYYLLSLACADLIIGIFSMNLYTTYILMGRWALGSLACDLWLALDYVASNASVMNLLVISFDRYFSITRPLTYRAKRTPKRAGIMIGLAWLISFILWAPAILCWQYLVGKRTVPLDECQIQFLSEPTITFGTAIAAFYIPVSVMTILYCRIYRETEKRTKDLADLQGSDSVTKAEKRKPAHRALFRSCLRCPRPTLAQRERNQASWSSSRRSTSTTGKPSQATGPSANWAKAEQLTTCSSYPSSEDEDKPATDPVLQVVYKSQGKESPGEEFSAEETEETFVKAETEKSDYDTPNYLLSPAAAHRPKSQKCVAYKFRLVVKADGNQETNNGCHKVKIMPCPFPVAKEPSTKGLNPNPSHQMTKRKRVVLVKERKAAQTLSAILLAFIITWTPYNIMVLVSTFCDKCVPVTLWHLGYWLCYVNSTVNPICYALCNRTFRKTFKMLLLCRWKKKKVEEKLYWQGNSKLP
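system = human M5 receptor in CHO-K1 cells | compound = one concentration, 3 µM final (nominal) | schedule = Post-acetylcholine fluorescence recording 140 s | signal = Fluo-8 calcium dye fluorescence, kinetic read | benchmarks = low control EC20 acetylcholine (0%), high control EC100 acetylcholine (100%) | repeats = singlicate, one well per test compound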
M5 ag = agonists of human muscarinic M5 receptor (CHRM5); activation, % at 3 µM; P08912; AID 624037; 0.19% of 360,000 active; CHO-K1 hM5 cells, Fluo-8 calcium fluorescence; 0% DMSO wells, 100% maximal acetylcholine response;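 active means activation above the run's mean over test compounds plus 3 SD, cut at about 23% in these data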;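 further: signal is peak over basal fluorescence ratio across the kinetic read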
M1 antag = blocks human M1 muscarinic receptor. CHO-K1 hM1, Fluo-8 calcium fluorescence, ACh EC80 antagonist. inhibition, % at 3 µM. 1.3% of 360,000 active. AID 588852;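 active means percent inhibition above its own plate's cutoff, namely the mean of that plate's compound wells plus 3 SD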;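 further: peak over basal fluorescence ratio during 140 s after agonist addition; 0% = ACh EC80 plus DMSO and 100% = DMSO alone without agonist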
Target sequence (P11229 whole entry, looked up): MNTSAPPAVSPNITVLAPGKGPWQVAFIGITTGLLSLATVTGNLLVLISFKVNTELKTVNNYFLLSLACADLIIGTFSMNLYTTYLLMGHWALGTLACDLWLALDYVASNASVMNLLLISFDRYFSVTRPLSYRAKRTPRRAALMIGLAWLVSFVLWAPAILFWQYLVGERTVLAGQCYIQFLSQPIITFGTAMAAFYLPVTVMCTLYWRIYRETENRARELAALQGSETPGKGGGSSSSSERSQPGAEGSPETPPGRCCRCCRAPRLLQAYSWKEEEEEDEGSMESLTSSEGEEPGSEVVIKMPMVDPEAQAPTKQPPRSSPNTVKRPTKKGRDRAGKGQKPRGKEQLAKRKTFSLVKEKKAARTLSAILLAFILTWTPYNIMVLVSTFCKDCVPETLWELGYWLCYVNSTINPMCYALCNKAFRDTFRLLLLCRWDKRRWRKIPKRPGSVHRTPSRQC
CRFR2-BP ag = agonists of human CRF-binding protein/CRF-R2 receptor complex | HEK293 CRF-R2/CRF-BP, calcium dye fluorescence (FLIPR); percent of saturating CRF peptide response | activation, % at 13.2 µM | 0.46% of 350,000 active | AID 588473;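 active means activation of at least 50%, plus an integration ratio under a set limit after plate pattern correction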;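 further: plate controls were neutral control wells without compound for no effect and CRF at EC100 for full effect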
M5 antag = antagonists of human muscarinic M5 receptor (CHRM5); P08912; CHO-hM5 cells, Fluo-8 calcium fluorescence, ACh EC80; inhibition, % at 3 µM; 0.59% of 360,000 active; AID 624040;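 active means inhibition above a per-plate cutoff, the mean of that plate's test compounds plus 3 SD, cut at about 27% in these data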;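 further: 0% = acetylcholine EC80 with DMSO and 100% = DMSO without agonist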
M4 antag = antagonists of human muscarinic M4 receptor (CHRM4) | P08173 | CHO-hM4 cells, ACh EC80, Fluo-8 calcium fluorescence | inhibition, % at 3 µM | 0.73% of 360,000 active | AID 624125;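 active means inhibition above its plate's cutoff, the mean inhibition of sample wells plus 3 SD, cut at about 27% in these data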;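 further: 0% = acetylcholine EC80 with DMSO and 100% = DMSO without agonist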
M1 PAM = potentiates human M1 receptor response to acetylcholine | CHO-K1 hM1, Fluo-8 calcium fluorescence, ACh EC20; 0% = ACh EC20, 100% = maximal ACh | activation, % at 3 µM | 0.088% of 360,000 active | P11229; in the data active means activation above about 19%, passing the limit was not always enough
M4 PAM = positive allosteric modulators of human muscarinic M4 receptor; P08173; CHO-K1 hM4/Gqi5, Fluo-8 calcium fluorescence, ACh EC20; 0% = ACh EC20, 100% = maximal ACh; activation, % at 3 µM; 0.4% of 360,000 active;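 active means activation above its plate's cutoff, the mean activation of sample wells plus 3 SD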; further: some results filed as inactive read as strong as hits
Starred values were filed as active, the others as inactive; · = not tested or not shown.

SMILES	M4 ag	CHRM5 PAM	M5 ag	M1 antag	CRFR2-BP ag	M5 antag	M4 antag	M1 PAM	M4 PAM
Cc1ccn2cc(-c3cc4ccccc4oc3=O)nc2c1	2	3	1	-11	-1.4	15	-10	10	2
COc1ccc(-n2cc(CNCC3CC(=O)N(C4CC4)C3)c(-c3ccccc3Cl)n2)cc1 (stereo not given)	3	-2	-1	0	-0.5	3	8	1	-11
COCCn1c(SCC(=O)Nc2cccc(C)n2)nnc1-c1ccco1	1	-1	0	-15	0.6	5	-2	14	2
COCCN(Cc1cc2cc3c(cc2n2nnnc12)OCO3)C(=O)c1ccccc1F	1	4	0	-3	-0.6	1	5	7	-3
CNCC/C=C1/c2ccccc2CSc2ccccc21	7	-30	-12	95*	2.3	81*	43*	-21	-20
Cn1nc(-c2ccc(Cl)cc2)c2cc(C(=O)NCCN3CCOCC3)sc21	1	-4	5	-12	0.2	-2	-28	5	7
O=C(c1cccc(C(F)(F)F)c1)C1CCCN(C(=O)/C=C/c2cnc[nH]2)C1 (stereo not given)	3	3	-5	-18	2.6	-1	4	11	0
COc1ccc(CCNC(=O)COC(=O)c2ccc(F)c(S(=O)(=O)N3CCOCC3)c2)cc1	2	0	4	-6	-0.3	7	0	7	5
CCOC(=O)C1CCCN(C(=O)C2(c3ccc(Cl)cc3)CCCC2)CC1 (stereo not given)	0	-3	-1	-1	·	-8	-4	-1	-7
O=C(Nc1ccccc1)N1C(=O)C2(OCCO2)c2ccccc21	1	6	0	-30	-0.5	9	3	5	-2

Looked up above.
In M5 antag, COCCn1c(SCC(=O)Nc2cccc(C)n2)nnc1-c1ccco1 is entered as 5
In M5 antag, Cn1nc(-c2ccc(Cl)cc2)c2cc(C(=O)NCCN3CCOCC3)sc21 is entered as -2
In M4 antag, CNCC/C=C1/c2ccccc2CSc2ccccc21 is entered as 43*
In M4 antag, O=C(Nc1ccccc1)N1C(=O)C2(OCCO2)c2ccccc21 is entered as 3

Remaining list, next part:
SMILES	M4 ag	CHRM5 PAM	M5 ag	M1 antag	CRFR2-BP ag	M5 antag	M4 antag	M1 PAM	M4 PAM
Cc1cc(C)c(NC(=O)CSc2nnc(Cc3cccn3C)n2-c2ccc(F)cc2)c(C)c1	-2	3	-1	0	-1.4	-1	-6	4	0
COc1ccc(C(C(=O)NCc2ccccc2)n2c(-c3ccccn3)nc3ccccc32)cc1 (stereo not given)	5	-6	-1	·	·	11	3	·	3
CC1=C(C(N)=O)C(c2ccc3c(c2)OCO3)n2nc(-c3cccc(C)c3)nc2N1 (stereo not given)	0	-1	1	-1	-0.1	-5	4	8	15
S=C1NCCN1CC1CCN(CCCC2CCCC2)CC1	0	-7	-3	4	1.2	14	9	-8	-11
CC(=O)N1CCN(C(=O)c2cc(-c3ccc(C)o3)nc3ccccc23)CC1	8	-4	3	-4	0.7	7	-3	5	-4
Cc1cccc(C2=NNC(=O)C(c3ccc(Cl)cc3)C2)c1 (stereo not given)	0	-9	-5	2	1.1	-5	-14	-4	3
N=C1/C(=C/c2ccco2)C(=O)N=C2SC(CC(=O)N3CCCC3)=NN12	0	-4	-4	-7	0.5	0	-2	10	6
CC(C)NC(=O)C1(C)CCN1C(=O)c1c(F)cccc1F (stereo not given)	0	2	0	-18	·	11	-2	22	-1
C/C(N)=C(/C#N)C(=O)COC(=O)CNC(=O)c1ccc(Cl)cc1Cl	1	1	-1	-7	-1.3	0	1	7	4
CCn1cc(CN2CCN(Cc3cccc(OC)c3)C(CCO)C2)c(C)n1 (stereo not given)	1	-3	-4	-9	0.4	-5	-3	9	-1

Quoted at random: 3 records from the list, in no set order.
SMILES	M4 ag	CHRM5 PAM	M5 ag	M1 antag	CRFR2-BP ag	M5 antag	M4 antag	M1 PAM	M4 PAM
N=C1/C(=C/c2ccco2)C(=O)N=C2SC(CC(=O)N3CCCC3)=NN12	0	-4	-4	-7	0.5	0	-2	10	6
CC(C)NC(=O)C1(C)CCN1C(=O)c1c(F)cccc1F (stereo not given)	0	2	0	-18	·	11	-2	22	-1
C/C(N)=C(/C#N)C(=O)COC(=O)CNC(=O)c1ccc(Cl)cc1Cl	1	1	-1	-7	-1.3	0	1	7	4

M1 antag, hit marks shown above.
SMILES	M4 ag	CHRM5 PAM	M5 ag	M1 antag	CRFR2-BP ag	M5 antag	M4 antag	M1 PAM	M4 PAM
CNCC/C=C1/c2ccccc2CSc2ccccc21	7	-30	-12	95*	2.3	81*	43*	-21	-20

The list goes on.
SMILES	M4 ag	CHRM5 PAM	M5 ag	M1 antag	CRFR2-BP ag	M5 antag	M4 antag	M1 PAM	M4 PAM
CC(C)(C)c1ccc(S(=O)(=O)NC(=O)C2(C)CCN2C(=O)Cc2cccs2)cc1 (stereo not given)	1	0	3	-3	·	9	-5	2	-2
CSc1nnc(NC(=O)C2CCCCC2)s1	0	-3	0	-4	1.9	5	0	10	0
COC(=O)c1nnn(CC(=O)Nc2cc(Cl)ccc2C)c1C(=O)OC	1	12	0	-25	1.7	-6	-3	7	0
CCOc1ccc(N(C)S(=O)(=O)c2ccc(C)c(C(=O)NCCc3ccc(OC)cc3)c2)cc1	8	-4	-1	-6	0.8	5	0	2	0
O=C(CSCc1c(Cl)cccc1Cl)NCc1cccnc1	1	8	-1	-21	-1.0	-8	-9	12	4
COc1ccc(OC)c(C(c2c(O)nc(SC)[nH]c2=O)c2c(O)nc(SC)[nH]c2=O)c1	3	5	6	-18	-0.8	5	-7	12	-1
CCOC(=O)CN1C(=O)S/C(=C\c2ccc3c(c2)OCO3)C1=O	1	-7	2	-2	-0.7	-3	-7	4	2
CCOC(=O)C1=CN(Cc2cccc(F)c2)S(=O)(=O)NC1c1cccc(OC)c1 (stereo not given)	1	0	0	-6	-1.4	-8	-17	0	2
O=C(Cc1ccc(NC(=O)C2CCN(C(=O)c3ccccc3)CC2)cc1)Nc1cccc(C(=O)N2CCCC2)c1	-1	-5	2	-1	-0.1	18	-7	4	8
COc1ccc(C2C3CCCCC3(O)CCN2C(=O)c2cccs2)cc1 (stereo not given)	1	3	-2	0	0.9	10	11	-4	-2
O=C(Nc1ccc(C(=O)N2CCCCC2)cc1)[C@H]1O[C@@H](n2ccc(=O)[nH]c2=O)[C@H](O)[C@@H]1O	0	-11	3	10	·	2	-3	-11	2
Cc1ccc(C)n1-n1cnc2scc(-c3cccs3)c2c1=O	-1	1	-4	-16	-0.2	-5	-8	10	6
Cc1ccc(C2c3c(-c4ccccc4O)n[nH]c3C(=O)N2Cc2ccncc2)cc1 (stereo not given)	3	2	-9	-1	-1.2	4	4	3	-8
CCOC(=O)Nc1ccc2c(COC(=O)CNS(=O)(=O)c3ccc(NC(C)=O)cc3)cc(=O)oc2c1	0	3	-3	3	0.5	3	-5	3	5
CC1(C)OC(=O)C2(Cc3ccccc3N3CCCCC32)C(=O)O1 (stereo not given)	1	2	1	-6	1.0	-3	3	12	18
CC(Oc1ccc(Cl)cc1)c1ccc(C#N)c(=O)[nH]1 (stereo not given)	1	-6	-4	4	0.4	2	-3	8	0
Cc1ccc(C(=O)NCCCN2CCOCC2)c(Cl)c1	1	-6	4	-8	-0.5	4	0	6	-2
CCCCN(C(=O)c1cc2ccccc2o1)c1c(N)n(CC(C)C)c(=O)[nH]c1=O	0	-5	-2	-7	2.4	-1	-21	10	9
Cc1ccc(C)c(N2CCN(C(=O)c3ccc(NS(=O)(=O)c4c(C)noc4C)cc3)CC2)c1	6	-16	-5	2	-1.3	12	6	1	3
Cc1c(C(=O)OCC(=O)c2c(N)n(CC(C)C)c(=O)n(C)c2=O)oc2ccccc12	8	-4	-1	7	2.4	8	3	-2	-3

Single records, from the list above:
Shown for `O=C(Nc1ccccc1)N1C(=O)C2(OCCO2)c2ccccc21` = M4 ag: 1; CHRM5 PAM: 6; M5 ag: 0; M1 antag: -30; CRFR2-BP ag: -0.5; M5 antag: 9; M4 antag: 3; M1 PAM: 5; M4 PAM: -2
Shown for `O=C(Cc1ccc(NC(=O)C2CCN(C(=O)c3ccccc3)CC2)cc1)Nc1cccc(C(=O)N2CCCC2)c1` = M4 ag: -1; CHRM5 PAM: -5; M5 ag: 2; M1 antag: -1; CRFR2-BP ag: -0.1; M5 antag: 18; M4 antag: -7; M1 PAM: 4; M4 PAM: 8
Shown for `CC1(C)OC(=O)C2(Cc3ccccc3N3CCCCC32)C(=O)O1` (stereo not given) = M4 ag: 1; CHRM5 PAM: 2; M5 ag: 1; M1 antag: -6; CRFR2-BP ag: 1.0; M5 antag: -3; M4 antag: 3; M1 PAM: 12; M4 PAM: 18

Additional results:
SMILES	M4 ag	CHRM5 PAM	M5 ag	M1 antag	CRFR2-BP ag	M5 antag	M4 antag	M1 PAM	M4 PAM
COc1ccc(N/C=C\C(=O)c2ccc3c(c2)OCO3)cc1OC	2	0	-2	-7	-0.4	5	-3	7	0
COc1ccc(NC(=O)C2Cc3cccc(OC)c3O/C2=N\O)cc1 (stereo not given)	1	0	-2	-2	-1.7	-1	-4	-2	2
O=C(CSc1nc2scc(-c3cccs3)c2c(=O)n1CCc1ccccc1)N1CCCC1	0	8	3	-11	-0.4	-9	-8	7	-2
COc1nc(N(C)C)nc(N(C)c2cc(Cl)cc(Cl)c2)n1	-1	-3	0	-11	4.0	3	1	8	3
CC1CCCN(C(=O)COC(=O)c2ccc3[nH]c4c(c3c2)CCCC4)C1 (stereo not given)	2	5	-3	-4	-1.2	-9	0	3	-3
COc1cc(OC)c(C(=O)NC2CCCCCC2)cc1OC	1	18	-6	-1	-2.4	-7	-13	2	5
CCc1cccc(NC(=O)CSc2nnc(Cc3ccc(OC)cc3)c(=O)[nH]2)c1	0	4	1	-11	0.7	-3	3	9	1
COc1ccc(/C=N/Nc2nc(C)c([N+](=O)[O-])c(N(C)c3ccccc3)n2)cc1OC	1	-7	-2	10	0.2	-1	2	-3	10
CCOC(=O)c1nc(C(=O)NCc2ccc(C)cc2)nc2ccccc12	3	-1	-4	-5	-0.9	15	-4	8	3
Cc1ccc(/C=C/C(=O)OCC(=O)NC(=O)NCc2ccccc2)cc1	0	8	0	3	0.9	5	-4	4	8
O=C(NCCC(=O)N1CCN(c2ccccc2O)CC1)c1ccc(Cl)cc1	2	-1	2	2	-1.5	-1	-8	4	-8
COc1ccc(C2/C=C\CN(C(=O)C3CCCC3)CC(=O)N2Cc2ccc(F)cc2)cc1 (stereo not given)	-1	0	1	-22	-1.5	9	-12	32*	11
COc1cc(C2C(C(=O)c3ccco3)=C(O)C(=O)N2Cc2cccnc2)cc(OC)c1OC (stereo not given)	2	4	3	-4	-1.6	-5	7	10	3
COc1ccc(CCn2c(-c3ccc(C(C)(C)C)cc3)n[nH]c2=S)cc1OC	2	-3	-4	8	0.2	10	2	-2	-2
NC(=O)c1cnn(Cc2ccc(Cl)cc2)c1N	0	-2	1	-10	-0.5	-1	-6	7	2
